Screens from PubChem.
TRb SRC2 PPI – disrupts binding of human TR beta to SRC2; hit rate 0.065% among 280,000; Potency, µM (titrated, usually from 106 µM), for inactives: at the highest dose activity change, negative = inhibition, most hits filed as inhibitors; TRbeta-SRC2 peptide binding, fluorescence polarization; receptor liganded with 1 µM T3; P10828; AID 1469;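 note: plate controls were bound peptide for no effect and peptide without receptor for full effect; nearly all actives have a fitted effect of over 50% in size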
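Human TRb LBD (0.6 uM) plus Texas Red-labeled SRC2 peptide (20 nM), 1uM T3, 5% DMSO, 5 hr at ambient temperature. Decreased polarization (555/632 nm) flags inhibition; data normalized to free and bound peptide controls.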
TexasRed fluor – Texas Red fluorescence interference in TRb-SRC2 counter-screen; TRb/SRC2 Texas Red total fluorescence interference; Potency, µM (doses to about 106 µM), for inactives: top-dose fluorescence change, negative = quenching; hit rate 0.29% among 280,000; AID 1479; active = well fitted curve in either direction with a large enough effect; inconclusive = small, poorly fitted or top-dose-only effect; note: % is set by controls: 0 for no effect and ±100 for the full control effect
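Human TRβ ligand-binding domain (0.6 uM) and Texas Red SRC2 peptide (20 nM) in Tris buffer with 1 uM T3 and 5% DMSO were incubated with pinned compound for 5 hr at ambient temperature. Total fluorescence was computed as S + 2P (555/632 nm).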
HTT cytoprotect – Huntington cell model cytoprotection by ATP luminescence | PC12 HTT-Q103 induced, cytoprotection, ATP luminescence, 40 h | Potency, µM (series often up to 56.4 µM), inactives show cytoprotection (ATP increase), hits mostly activators | hit rate 0.14% among 230,000;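 note: % of control where 0% means no effect; nearly all actives have a fitted effect of over 45% in size; toxic huntingtin expression switched on by the ecdysone agonist tebufenozide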
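PC12 cells stably carrying ecdysone-inducible Htt exon 1 (Q103)–GFP were induced with 100 nM tebufenozide (final) alongside library compounds in a dose series. Cytoprotection was scored as retained ATP by ATPlite luminescence.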
RECQ1 helicase – RECQ1 (human) helicase inhibition; RECQ1 DNA unwinding, red fluorescence kinetic read; Potency, µM (series often up to 57.3 µM), inactives show top-dose activity, negative = inhibition, usual class: inhibitors; hit rate 0.54% among 240,000;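 note: plate controls were vehicle for no effect and no enzyme for full effect; nearly all actives have a fitted effect of over 30% in size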
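RECQ1T1 50 nM; forked duplex (20 bp + 30-nt ss tails) 200 nM, ATP 2 mM final; pH 8.0, 2 mM MgCl2, 2.5 ug/ml poly(dI-dC); 15 min compound preincubation; discontinuous kinetic read over 2 h at RT.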
Tau fluor cs – counter-screen for tau fibril formation inhibitors. tau K18 P301L Alexa594 fluorescence, heparin fibrillization. Potency, µM (series often up to 57.7 µM), without a hit: top-dose activity change, negative = decrease. AID 1463. hit rate 0.93% among 280,000; note: % is set by controls: 0 for no effect and ±100 for the full control effect; nearly all actives have a fitted effect of over 55% in size
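Human tau K18 P301L (15 uM unlabeled, 0.24 uM Alexa 594-labeled) in 100 mM sodium acetate pH 7 with 20 uM heparin, 6 hr at 37 C. ThT 30 uM added, 1 hr ambient; Alexa 594 FP and total fluorescence read at 555/632 nm.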
Tau fibril FP – tau fibrillization inhibition (FP) | hit rate 0.39% among 280,000 | K18 P301L tau heparin fibrillization, Alexa594 FP, 6 h | Potency, µM (top dose mostly 57.7 µM), inactives show top-dose activity, negative = inhibition, most hits filed as inhibitors | AID 1468; note: % is set by controls: 0 for no effect and ±100 for the full control effect; nearly all actives have a fitted effect of over 55% in size
Target sequence (P10636 561-689 P618L limits assumed): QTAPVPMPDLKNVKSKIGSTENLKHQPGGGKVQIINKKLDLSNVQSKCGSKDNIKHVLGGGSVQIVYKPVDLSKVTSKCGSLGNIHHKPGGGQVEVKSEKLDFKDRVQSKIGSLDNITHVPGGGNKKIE
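FP of Alexa 594-tau after heparin (20 uM) induction. Substrate: human K18 P301L, 15 uM unlabeled, 0.24 uM labeled. Buffer 100 mM sodium acetate pH 7. 6 hr, 37 C.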
Tau ThT inhib – blocks human tau fibril formation measured by thioflavin T. P10636. recombinant tau K18 P301L, heparin-induced fibrillization, ThT fluorescence. Potency, µM (series often up to 57.4 µM), inactives show at the top dose activity, negative = inhibition, usual class: inhibitors. hit rate 2.1% among 270,000. AID 1460; note: % is set by controls: 0 for no effect and ±100 for the full control effect; nearly all actives have a fitted effect of over 55% in size
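Using a mix of unlabeled (15 uM) and Alexa 594-labeled (0.24 uM) tau K18 P301L, heparin-triggered fibrillization over 6 hr at 37 C was scored by ThT fluorescence.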
L3MBTL1 block – blocks human L3MBTL1. Potency, µM (doses to about 57.1 µM), without a hit: top-dose activity, negative = inhibition, hits mostly inhibitors. hit rate 0.66% among 230,000. AlphaScreen L3MBTL1–H3K9me1 peptide binding. AID 485360. Q9Y468; note: % is set by controls: 0 for no effect and ±100 for the full control effect; nearly all actives have a fitted effect of over 60% in size
Target sequence (Q9Y468 whole entry, looked up): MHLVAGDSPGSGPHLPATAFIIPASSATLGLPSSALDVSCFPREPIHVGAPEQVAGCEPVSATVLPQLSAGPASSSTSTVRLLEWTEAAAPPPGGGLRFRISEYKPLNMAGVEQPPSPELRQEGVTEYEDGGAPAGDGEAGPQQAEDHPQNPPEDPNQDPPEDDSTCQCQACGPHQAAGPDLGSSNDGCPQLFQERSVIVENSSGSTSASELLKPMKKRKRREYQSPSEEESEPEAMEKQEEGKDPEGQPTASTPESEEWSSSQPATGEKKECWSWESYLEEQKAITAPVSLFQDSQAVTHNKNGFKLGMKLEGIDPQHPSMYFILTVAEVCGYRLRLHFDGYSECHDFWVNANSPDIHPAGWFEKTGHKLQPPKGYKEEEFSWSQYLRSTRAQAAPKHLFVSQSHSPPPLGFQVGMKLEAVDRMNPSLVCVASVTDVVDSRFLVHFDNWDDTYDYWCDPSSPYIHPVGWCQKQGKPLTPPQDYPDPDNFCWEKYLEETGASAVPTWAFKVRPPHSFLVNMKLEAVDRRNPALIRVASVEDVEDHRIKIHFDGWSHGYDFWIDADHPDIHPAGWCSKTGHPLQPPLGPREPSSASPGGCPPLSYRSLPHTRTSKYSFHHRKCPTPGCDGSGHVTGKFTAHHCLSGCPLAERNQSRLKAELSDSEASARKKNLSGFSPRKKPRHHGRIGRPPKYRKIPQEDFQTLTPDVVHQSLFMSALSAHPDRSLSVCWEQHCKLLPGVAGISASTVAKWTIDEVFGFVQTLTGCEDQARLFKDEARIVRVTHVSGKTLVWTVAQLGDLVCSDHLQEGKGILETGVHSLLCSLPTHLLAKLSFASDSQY
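AlphaScreen proximity signal between nickel-chelate acceptor and streptavidin donor beads (final 10 ug/mL) reports binding of 50 nM L3MBTL1 to 75 nM biotin-H3 K9me1 peptide; complex incubated with compounds 30 min at room temperature; cefsulodin titration as control.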
Starred values were filed as active, the others as inactive; i = inactive; ? = inconclusive; . = no result given; & = joins results of further samples; [ ] = another dose, or the depositor's remark. Unless noted, calls come from the whole dose curve; as a rule, active = well fitted curve in the direction sought with a large enough effect; inconclusive = small, poorly fitted or top-dose-only effect, or another doubt; inactive = no such curve, though single readings can be large; an effect the other way counts as inactive or inconclusive. Potency is the fitted concentration of half-maximal effect.

SMILES	TRb SRC2 PPI	TexasRed fluor	HTT cytoprotect	RECQ1 helicase	Tau fluor cs	Tau fibril FP	Tau ThT inhib	L3MBTL1 block
CCC1CCCCN1C(=O)CCCOc1ccccc1 (configuration not stated)	-11%	0%	-5%	-15%	-11%	9%	-13%	.
O=C(Cc1ccc(Cl)cc1)Nc1cccc(S(=O)(=O)Nc2ccccc2F)c1	-3%	0%	-5%[10 µM]	-2%	?	-15%	-6%	6%
O=C(COc1cccc2ccccc12)NNC(=O)c1cccs1	-17%	0%	-1%	-15%	-1%	3%	-9%	5%
O=C(NCC1CCCO1)c1c[nH]c2ccc(S(=O)(=O)Nc3ccc(F)cc3F)cc2c1=O (configuration not stated)	-1%	1%	.	.	-12%	-7%	3%	.
CN1CCN(C(=O)c2cc(Cl)ccc2Cl)CC1	0%	0%	-7%	i	0%	-2%	2%	4%
Clc1ccc2nc(CSc3ncn[nH]3)cn2c1	2%	-5%	29%	-5%	8%	1%	1%	4%
O=C1CSC(=Nc2cccc(Cl)c2Cl)N1Cc1cccnc1	-2%	-1%	-4%[10 µM]	4%	-25%	?	?	-8%
CCN1CCCC1CNCc1ccc(OCc2ccc(Cl)nc2)c(OC)c1 (configuration not stated)	4%	1%	-2%[10 µM]	-1%	-2%	-3%	0%	4%
CCOc1cc(NS(=O)(=O)c2ccccc2)c(OCC)cc1NC(=O)c1ccco1	-8%	-2%	-30%	-7%	?	4%	?	.
Cc1onc(-c2ccccc2Cl)c1C(=O)NC1CCS(=O)(=O)C1 (configuration not stated)	6%	-2%	1%	-6%	-8%	-1%	-13%	.
NC(=O)Cn1c(-c2nonc2N)nc2ccccc21	-6%	2%	-43%[inhibitor]	-4%	0%	3%	-2%	.
CC(C)Oc1cccc(OCCN2C(=O)c3ccccc3C2=O)c1	-6%	-1%	11%[10 µM]	i	-12%	0%	-4%	31%[activator]
CCOC(=O)N1CCN(C(=O)c2cc3c(s2)-c2ccc(Cl)cc2S(=O)(=O)C3)CC1	-9%	1%	-3%	-4%	-12%	3%	-11%	.
CC1(C)CNc2cc([N+](=O)[O-])ccc2S1	-3%	-1%	-7%[1.9 µM]	i	-28%	13%	?	-21%
CC1(C)CN2C(=S)N(c3ccccc3)C(c3ccccc3)N2C1 (configuration not stated)	-5%	-7%	35%	-12%	-13%	3%	4%	.
CCOC(=O)N1CCC(Nc2ncnc3c2cnn3-c2ccc(Cl)cc2)CC1	14%	-1%	4%	-4%	-1%	1%	6%	19%
Cc1cc(/C=N\NC(=O)CC(=O)NC2CCCCC2)c(C)n1-c1ccc(Cl)cc1	-4%	-3%	-1%[10 µM]	-5%	-20%	3%	?	-15%
O=C(NCCc1ccccc1)c1ccc2c(c1)N(Cc1ccccc1)C(=O)CS2=O (configuration not stated)	-8%	-1%	-4%	-1%	-12%	-1%	-14%	4%
CC(C)OCCCNC(=S)Nc1ccc(S(N)(=O)=O)cc1	5%	-2%	.	6%	-10%	-10%	-3%	2%
COc1ccccc1C(=O)Nc1ccc(OCc2cc(=O)n3ccsc3n2)cc1	1%	0%	.	.	-10%	-4%	?	.
S=C1NNC2(NN1)C1CC3CC(C1)CC2C3	-4%	-2%	1%[10 µM]	-6%	-6%	3%	?	-5%
Cn1c(Cn2c(=O)sc3ccccc32)nnc1SCC(=O)NCc1ccc(F)cc1	5%	-4%	-11%	-1%	-4%	-2%	-4%	29%
COC(=O)c1sccc1NC(=O)c1cc(-c2ccc(C)cc2C)nc2ccccc12	-3%	-1%	-20%	-20%	-14%	-6%	-10%	-4%
CCN(CC)CCCNC(=O)C(C)Sc1nc(-c2ccccc2)cc(C(F)(F)F)n1 (configuration not stated)	2%	-1%	3%[10 µM]	-4%	-10%	-3%	.	.

One compound at a time (already shown):
CCN(CC)CCCNC(=O)C(C)Sc1nc(-c2ccccc2)cc(C(F)(F)F)n1 (configuration not stated) is listed with TRb SRC2 PPI: 2%; TexasRed fluor: -1%; HTT cytoprotect: 3%[10 µM]; RECQ1 helicase: -4%; Tau fluor cs: -10%; Tau fibril FP: -3%; Tau ThT inhib: .; L3MBTL1 block: .
Cn1c(Cn2c(=O)sc3ccccc32)nnc1SCC(=O)NCc1ccc(F)cc1 is listed with TRb SRC2 PPI: 5%; TexasRed fluor: -4%; HTT cytoprotect: -11%; RECQ1 helicase: -1%; Tau fluor cs: -4%; Tau fibril FP: -2%; Tau ThT inhib: -4%; L3MBTL1 block: 29%

Remaining list, next part:
SMILES	TRb SRC2 PPI	TexasRed fluor	HTT cytoprotect	RECQ1 helicase	Tau fluor cs	Tau fibril FP	Tau ThT inhib	L3MBTL1 block
CCCN1C(=O)/C(=C/c2ccccc2OCc2ccc(C(=O)O)cc2)NC1=S	0%	-4%	-5%	-3%	-5%	-11%	-4%	.
Cc1ccc(Oc2ccc(Oc3ccc(C)cc3)nn2)cc1	-1%	3%	-12%	-5%	-2%	-5%	-2%	2%
O=C(CSCc1ccc(Br)cc1)NC1CC1	-3%	-3%	-4%	i	10%	9%	6%	9%
Nc1cc(-c2ccc(OC(F)(F)F)cc2)nn1-c1ccc(Cl)c(Cl)c1	-4%	-6%	0%[10 µM]	?	13µM*[quencher]	?	20µM*	?
COc1ccc(S(=O)(=O)n2nc(OC(C)=O)cc2N(C(C)=O)C(C)=O)cc1	-10%	0%	9%[10 µM]	-7%	-4%	-10%	?	9%
NS(=O)(=O)c1ccc(Sc2ccccn2)c([N+](=O)[O-])c1	-4%	-2%	8%[10 µM]	i	-9%	0%	-5%	6%
O=C(O)Cc1sc(Nc2ccccc2Cl)nc1-c1ccccc1	1%	1%	.	.	-20%	6%	-15%	.
CN1CCc2c(n(CC(O)CN3C(=O)c4ccccc4S3(=O)=O)c3ccccc23)C1=O (configuration not stated)	-14%	0%	-1%[10 µM]	0%	-9%	?	-5%	4%
CS(=O)(=O)N1CCC(C(=O)O)CC1	-19%	-1%	-6%	-11%	-15%	-16%	-6%	.
Cc1noc(C)c1COC(=O)c1cccc(N(C)C)c1	0%	-3%	-17%	i	-10%	1%	-6%	-10%
CCOC(=O)N1CCN(C(=O)CSCc2ccc(Br)cc2)CC1	7%	2%	-4%[10 µM]	17%	0%	-1%	2%	-13%
COC(=O)c1nc2nc(C)cc(=O)n2[nH]1	8%	-2%	-3%	-1%	-10%	-6%	-2%	1%
COc1ccc(NC(=S)Nc2cc(C)cc(C)n2)cc1OC	3%	-3%	2%[10 µM]	-6%	-10%	3%	?	4%
CCCC(=O)OC/C(O)=C(\C#N)c1nc2ccccc2[nH]1	-3%	-2%	16%[10 µM]	i	-17%	3%	?	2%[11.4 µM]
CC1(c2ccc(Cl)cc2)NC(=O)N(CC(=O)N2CCCC2)C1=O (configuration not stated)	-1%	-7%	-5%	-2%	5%	6%	11%	30%[activator]
CCOc1ccc(-c2c[n+]3c(n2-c2ccccc2)CCCCC3)cc1	6%	2%	-35%[10 µM]	-6%	1%	2%	6%	5%
COc1ccccc1NC(=O)Cn1c(=O)oc2cc(S(=O)(=O)NCc3ccccc3)ccc21	-1%	5%	.	.	-13%	-5%	3%	.
COc1cccc(C(=O)Nc2ccc(C3CC3(Cl)Cl)cc2)c1 (configuration not stated)	-1%	0%	-117%	-3%	?	?	-15%	11%
CC1CCc2c(sc3nc(CN4CCOCC4)nc(N4CCc5ccccc5C4)c23)C1 (configuration not stated)	1%	4%	-2%[1.9 µM]	-3%	-12%	-5%	?	-12%
CCc1cccc(CC)c1NC(=O)CSc1nc2ccc(N3C(=O)C4C5C=CC(C5)C4C3=O)cc2s1 (configuration not stated)	8%	1%	-23%	-11%	-24%	-11%	?	.
CN1CCN(CC(=O)Nc2cc(N(C)C)nc3ccccc23)CC1	4%	0%	-13%	i	2%	4%	5%	-4%
CC(=O)Nc1ccc(-c2csc(NC(=O)C3CCN(S(=O)(=O)c4cccs4)CC3)n2)cc1	3%	-3%	-4%[10 µM]	-7%	0%	-1%	2%	-13%
CCc1ccccc1NC(=S)NCCSc1ccc(Cl)cc1	1%	0%	-70%[inhibitor]	-8%	?	-12%	-7%	.
Cn1c(-c2ccc3c(c2)OCO3)cnc1NCc1ccccc1	-5%	-4%	14%	i	-7%	-6%	-10%	-5%
CC(C)(C#N)NC(=O)C(=O)c1c(-c2ccccc2)cc2ccccn12	-7%	-2%	-8%[10 µM]	-8%	-7%	1%	.	.
CCOC(=O)c1c(C)c(C(=O)NCc2ccco2)c(C)n1Cc1ccccc1	0%	-2%	5%	-3%	-11%	0%	-16%	-1%
O=S(=O)(c1ccc2ccccc2c1)N1CCN(C(=S)Nc2ccc(F)cc2)CC1	-1%	-3%	12%[10 µM]	-10%	?	?	-1%	-2%
COc1ccc(OC)c(NC(=O)CSc2nnc(CNC(=O)COc3ccc(Cl)cc3)o2)c1	8%	-2%	-4%	-3%	0%	3%	-7%	-14%
CCCCNC(=O)N(O)C1N(/N=C/c2cccnc2)C(=S)SC1(C)C (configuration not stated)	-6%	-3%	-2%[10 µM]	-5%	11%	0%	.	.
O=S(=O)(NCCNC/C=C/c1ccc(Br)cc1)c1cccc2cnccc12	-6%&9%&-5%	-2%&-3%&-1%	-16%&-36%	-6%&-12%	-24%&-22%&-21%	?	-5%&1%&-6%	.
N#Cc1c(N)nc(Sc2ccc(Cl)cc2)c(C#N)c1-c1ccccc1Cl	7%	-3%	18%[10 µM]	-25%	-23%	?	-5%	12%
Cc1ccc2c(Cl)cc(Cl)c(OCc3c(C)noc3C)c2n1	1%	3%	16%	i	-7%	3%	-7%	.
O=C(Nc1nnc(SCC(=O)N2CCOCC2)s1)c1ccccc1	-11%	0%	.	-9%	-4%	4%	1%	5%
COc1ccccc1NC(=O)c1nn(C)cc1Br	0%	-3%	-20%	-12%	-5%	-7%	-11%	-2%
CCN=C(NCC)SC1CC(=O)N(c2ccc(OCC)cc2)C1=O (configuration not stated)	7%	0%	6%[10 µM]	i	-11%	-6%	-11%	-9%

Only part of the results is shown, so the mix of outcomes need not match the whole.
